# Source: PubChem (several laboratories)
# MMP-13 inhibitor: MMP13 (human) collagenase inhibition. P45452. MMP-13 fTHP FRET cleavage, Mca fluorescence. inhibition, % at 4 µM. hit rate 0.07% among 65,000;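 active = inhibition above the mean of compound-free control plate wells plus 3 SD, cut at about 14% in these data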;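 also: 0% = DMSO wells and 100% = wells with reference MMP-13 inhibitor after basal subtraction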
# Abs 340nm: compound absorbs light at 340 nm | compound absorbance at 340 nm, fold over control | fold change at 10 µM | 65,000 tested, under 10 active;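 active = at 10 µM dose, initial 340 nm absorbance at least 2 fold that of control wells; inactive = change under 2 fold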;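 also: initial absorbance extrapolated from kinetic A340 decline of NADH oxidation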
# tolC growth inh: blocks growth of E. coli BW25113 tolC mutant; OD615; growth inhibition, % at 10 µM (by protocol); hit rate 2.2% among 65,000;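 active = growth inhibition at or above a cutoff equal to the mean over every tested compound plus 3 SD, cut at about 60% in these data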;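 also: growth measured after 20 h incubation at 37 °C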
#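 signal = optical density read at 615 nm | test system = E. coli ΔtolC::kan strain BW25113 | timing = 20 h compound exposure of bacteria at 37 °C | buffer or medium = LB medium plus 50 µg/mL kanamycin | compound dosing = 10 µM final, single dose | evaluation = % inhibition of E. coli growth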
# ROCK2 blocker: blocks human Rho kinase 2 activity; inhibition, % at 6 µM; AID 604; hit rate 0.35% among 60,000; purified ROCK2, Kinase-Glo ATP depletion luminescence;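 active = inhibition above the screen-wide mean inhibition plus 3 SD, cut at about 18% in these data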;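 also: plate controls were DMSO wells for no effect and Y-27632 control wells after no-enzyme background subtraction for full effect; many of its hits are not listed in these tables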
# Target sequence (O75116 whole entry, looked up): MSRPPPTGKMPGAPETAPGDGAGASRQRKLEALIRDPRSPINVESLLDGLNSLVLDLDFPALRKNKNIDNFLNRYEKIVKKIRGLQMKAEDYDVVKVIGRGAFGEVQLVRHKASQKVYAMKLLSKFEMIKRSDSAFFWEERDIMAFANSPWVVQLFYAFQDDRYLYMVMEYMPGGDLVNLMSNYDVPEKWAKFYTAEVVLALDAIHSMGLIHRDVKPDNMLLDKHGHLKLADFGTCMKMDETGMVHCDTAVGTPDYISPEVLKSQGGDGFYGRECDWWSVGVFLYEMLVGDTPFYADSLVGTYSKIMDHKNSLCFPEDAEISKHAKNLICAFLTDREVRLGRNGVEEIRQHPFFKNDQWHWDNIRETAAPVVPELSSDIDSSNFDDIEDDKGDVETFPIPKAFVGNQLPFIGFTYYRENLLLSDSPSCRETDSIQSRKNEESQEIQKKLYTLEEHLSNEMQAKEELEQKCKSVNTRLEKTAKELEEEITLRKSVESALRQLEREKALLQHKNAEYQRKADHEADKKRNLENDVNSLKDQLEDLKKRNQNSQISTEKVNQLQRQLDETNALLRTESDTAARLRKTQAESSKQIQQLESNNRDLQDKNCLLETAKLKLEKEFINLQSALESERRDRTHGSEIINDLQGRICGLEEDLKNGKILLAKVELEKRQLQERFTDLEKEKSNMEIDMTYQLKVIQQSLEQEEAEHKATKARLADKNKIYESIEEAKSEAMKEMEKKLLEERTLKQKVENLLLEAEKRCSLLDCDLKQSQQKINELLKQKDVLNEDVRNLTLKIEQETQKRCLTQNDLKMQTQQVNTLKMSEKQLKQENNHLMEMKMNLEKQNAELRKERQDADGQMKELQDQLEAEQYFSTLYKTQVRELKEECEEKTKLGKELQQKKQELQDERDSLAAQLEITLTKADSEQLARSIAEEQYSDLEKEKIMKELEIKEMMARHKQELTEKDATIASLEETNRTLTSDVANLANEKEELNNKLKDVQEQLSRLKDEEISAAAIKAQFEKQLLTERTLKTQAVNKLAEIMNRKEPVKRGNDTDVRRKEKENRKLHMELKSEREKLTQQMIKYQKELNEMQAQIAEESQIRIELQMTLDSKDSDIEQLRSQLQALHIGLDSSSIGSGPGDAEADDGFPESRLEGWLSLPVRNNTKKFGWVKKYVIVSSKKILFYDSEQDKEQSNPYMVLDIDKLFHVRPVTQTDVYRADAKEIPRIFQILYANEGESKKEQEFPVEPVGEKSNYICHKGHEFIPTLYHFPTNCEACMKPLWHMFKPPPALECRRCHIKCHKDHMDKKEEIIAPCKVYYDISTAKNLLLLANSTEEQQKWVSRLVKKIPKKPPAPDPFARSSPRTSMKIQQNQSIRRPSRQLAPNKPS
# PKA kinase inh: PKA (human) kinase inhibition; hit rate 0.1% among 65,000; inhibition, % at 6 µM; PKA Kemptide phosphorylation, Kinase-Glo ATP luminescence; P17612;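 active = inhibition above the screen-wide mean inhibition plus 3 SD, cut at about 21% in these data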; also: many of its hits are not listed in these tables
# HEK293 NFkB inh: inhibitors of the PMA/ionomycin-induced NF-kB reporter in HEK293 cells; hit rate 0.21% among 62,000; HEK-293 NF-kB luciferase reporter, luminescence; AID 465; inhibition, % at 3 µM;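 active = inhibition above the mean of all tested compounds plus 3 SD, cut at about 40% in these data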;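 also: 0% = stimulated DMSO wells and 100% = 10 µM reference inhibitor 5653914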
#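 System – HEK-293 cells with stable firefly luciferase reporter driven by four HIV NF-kB elements · Doses – one dose, 3 µM · Schedule – 1 h compound pre-incubation, 16 h PMA/ionomycin at 37 °C · Technique – luminescence from luciferase substrate reagent · Measure – percent inhibition normalized per plate to DMSO and reference-inhibitor controls · Replicates – tested once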
# JNK3 blocker: inhibitors of human JNK3 kinase. P53779. purified JNK3 kinase activity, HTS. inhibition, % at 8 µM. hit rate 0.61% among 60,000. AID 746; in the data active = inhibition above about 17%;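 also: 0% = DMSO and 100% = reference inhibitor; many of its hits are not listed in these tables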
# Fluor 339 460: intrinsic fluorescence of library compounds, ex339/em460 – biochemical, MLSMR library, data from DPM-DC assay, artefact control, profiling panel; compound autofluorescence, ex339/em460 nm, NADH buffer; stronger effect = higher value; 1 = no-compound wells, NADH background; fluorescence fold increase at 10 µM; hit rate 5.5% among 65,000;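 active = at 10 µM, mean starting fluorescence two-fold or more over control wells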;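 also: signal is the first read of a kinetic run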
# NADH enzymes: inhibition of NAD/NADH coupling enzymes, library profiling. coupled PK/LDH NADH assays, four targets. IC50, µM (doses to about 10 µM), inactives show at the highest dose inhibition. hit rate 0.02% among 65,000;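 active = single-dose screening hits from any of four coupled enzyme assays that gave an IC50 when retested across doses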;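 also: the DPM-DC format reads NADH fluorescence rather than 340 nm absorbance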
# An asterisk follows results filed as active; / = not tested or not shown; [ ] = dose if it differs, or a comment. Only part of the results is shown, so the mix of outcomes need not match the whole.
SMILES,MMP-13 inhibitor,Abs 340nm,tolC growth inh,ROCK2 blocker,PKA kinase inh,HEK293 NFkB inh,JNK3 blocker,Fluor 339 460,NADH enzymes
CC12CN3CC(c4ccccc4)(CN(C1)C31CCCCC1)C2=O,-7,1,-10,9,13,15,-4,1.1,3%
CCOC(=O)c1c(N)n(Cc2ccco2)c2nc3ccccc3nc12,-81[fluorescence artefact?],1.1,8,4,5,-15,6,2.2*,8%[fluoresces]
O=c1c2ccccc2nc(CN2CCCCCC2)n1-c1ccc(F)cc1,1,1.1,9,2,5,12,-1,1.1,5%
CCOC(=O)c1c(N)n(CCCOC(=O)c2ccco2)c2nc3ccccc3nc12,-164[fluorescence artefact?],1.1,-6,-2,-3,20,2,4*,11%[fluoresces]
C=CCN1C(=O)C2(C(C(=O)OCC)=C(N)Oc3ccccc32)c2c1c1ccccc1oc2=O (configuration not stated),1,1,17,2,4,16,-10,1.1,8%
O=C(O)C12C3CCCC1C32c1ccccc1 (configuration not stated),-1,1.1,2,0,13,10,4,1.1,2%
OC12Oc3ccccc3C=C1N1CCC2CC1 (configuration not stated),3,1,-11,5,1,12,1,1.1,7%
CN1CCN(c2ccc(C(N)=O)cc2N)CC1,-5,0.98,19,-5,-6,21,-3,1.2,5%
O=C(Cc1ccccc1)Oc1ccccc1N1C(=O)CCC1=O,1,1.1,-11,10,11,3,4,1.1,8%
CN(C)C1(c2nnnn2CCOC(=O)Nc2ccc(Cl)cc2)CCCCC1,2,1,100*,0,7,2,-10,1.1,7%
COc1ccc2c(c1)c(C(=O)O)c(C)n2CC(C)C,-11,1,6,-7,-10,/,1,1.1,4%
COc1ccc(OC)c([C@@H](O)[C@H](C)NC(C)(C)C)c1,-8,0.98,4,9,2,/,0,1,2%
O=c1cccc2n1CC1CC2CN(Cc2ccc3c(c2)OCO3)C1 (configuration not stated),-1,1.1,-1,-2,-2,22,-2,1.1,6%
O=C1CC(N2CC=C(c3ccccc3)CC2)C(=O)N1c1ccc(F)cc1 (configuration not stated),3,1.1,0,5,-4,20,4,1.1,1%
COc1ccccc1-n1c(O)c(C=NCc2ccc3c(c2)OCO3)c(=O)[nH]c1=O,-1,0.99,22,-2,4,8,3,1,3%
Cn1c(=O)cc(OCC(=O)N2CCN(C3CCCCC3)CC2)c2ccccc21,-1,0.99,-15,4,-1,8,-4,1.1,1%
Cn1c(O)c(C=NCc2ccco2)c(=O)n(C)c1=O,/,1,7,/,/,/,/,1,0%
O=C(Cn1c(=O)c(C(F)(F)F)nc2ccccc21)N1CCC2(CC1)OCCO2,-7,1.1,-14,0,4,18,-4,2*,12%
CCn1c(O)c(C(=O)CC2NCCc3ccccc32)c(=O)n(CC)c1=S (configuration not stated),7,1,8,-6,-12,/,-2,1.1,5%
Cc1ccc2cccc(OC(=O)N3CCCC3)c2n1,5,1.1,-7,5,9,7,1,1.1,4%
CCCCn1c(=O)c(C(=O)NCc2ccncc2)c(O)c2ccccc21,2,1,54,3,-2,-2,5,1.1,3%
CCCCN1C(=O)NC(=O)C2(Cc3cc(C)ccc3N(C)C2)C1=O (configuration not stated),6,1,-4,-2,6,4,-16,1.1,6%
COCCOC(=O)C1=C(N)Oc2c(c(=O)oc3ccccc23)C1c1ccncc1 (configuration not stated),0,1,-14,6,2,4,-2,1,2%
CCCCn1c(O)c(C(C)=NC(Cc2c[nH]c3ccccc23)C(=O)OC)c(=O)[nH]c1=O (configuration not stated),-2,0.99,23,6,11,11,3,1.1,2%
CC1(C)CN=C(NCc2ccccc2Cl)S1,-2,1.1,8,-2,-4,8,-2,1.1,5%
CC(=NCCCN1CCOCC1)c1c(O)n(-c2ccccc2C)c(=O)[nH]c1=O,2,0.99,-33,5,-2,7,-2,1,1%
Cc1ccc2c(c1)C1CN(C)CCC1N2C(=O)Cn1cnc2c1c(=O)n(C)c(=O)n2C (configuration not stated),-1,1,-14,6,7,5,4,1,2%
CC(C)n1nnnc1CN1CCN(C)CC1,2,0.97,-20,0,1,6,1,1.1,8%
CCC(=NCc1ccco1)c1c(O)n(-c2ccccc2)c(=O)[nH]c1=O,10,1,4,5,4,6,2,1.1,1%
CCCSP1(=S)NCCCO1 (configuration not stated),-6,1,10,2,2,/,6,1.1,2%
CCCC(C)C1C(C#N)=C(N)Oc2c1c(=O)oc1ccccc21 (configuration not stated),-2,0.98,14,5,7,10,-6,1.1,3%
COc1ccc(C(CC(=O)N2CCC3(CC2)OCCO3)NS(=O)(=O)c2ccc(C)cc2)cc1 (configuration not stated),0,1.1,1,8,10,14,-1,1.1,2%
O=c1[nH]c(=O)n(-c2cccc(Cl)c2)c(O)c1/C=N/c1ccccn1,0,1.2,-21,-2,-1,5,-3,1.1,6%
O=C(NC(Cc1ccccc1)C(=O)N1CCC2(CC1)OCCO2)C1CCCCC1 (configuration not stated),-4,0.96,-1,0,-2,15,12,1.1,4%
CC(C)C(=O)N1CCN(CCN=Cc2c(O)n(C)c(=O)n(C)c2=O)CC1,-2,0.99,15,-11,0,/,-2,0.98,4%
COC(=O)CC1=C(C(=O)OC)C2(C(=O)N(C)c3ccccc32)C(C#N)=C(N)O1 (configuration not stated),2,1.1,2,/,8,18,/,1.1,1%
Nc1ccccc1C(=O)c1ccccc1,8,1.1,-9,0,-6,6,-9,1.1,8%
C=CCn1c(O)c(C(C)=NCc2cc(OC)cc(OC)c2)c(=O)[nH]c1=O,1,1,-1,1,6,21,2,1.1,5%
COc1cccc(-c2cc(C(F)(F)F)n3nc(C(=O)N4CCC5(CC4)OCCO5)cc3n2)c1,2,1.1,3,6,1,14,-2,1.4,8%
CN(C)[C@@H]1C(=O)C(C(N)=O)=C(O)[C@@]2(O)C(=O)C3=C(O)c4c(O)cccc4[C@@](C)(O)[C@H]3[C@H](O)[C@@H]12,-3,1,9,5,4,/,-5,2,125µM*[fluoresces]
CCCCn1c(O)c(C(C)=NCCN2CCCCC2)c(=O)[nH]c1=O,4,1,-14,-3,-12,2,7,1.1,5%
CCN(CC)CCCC(C)N=C(c1ccccc1)c1c(O)n(C)c(=O)n(C)c1=O (configuration not stated),-5,1,-6,10,5,/,-1,1,3%
Cc1ccc(C2CC(=O)C(C=NCCN3CCN(C(=O)Cc4ccccc4)CC3)=C(O)C2)cc1 (configuration not stated),1,1,-15,0,0,11,1,1.1,4%
CCOc1ccc(-n2c(O)c(C=NCCN(CC)CC)c(=O)[nH]c2=O)cc1,5,0.97,-14,1,-1,13,-9,1,3%
Cc1nnc(SCc2nc3ccccc3c(=O)n2-c2ccccc2Cl)n1N,0,1,1,-3,-4,0,-3,1.1,1%

# A few values from above:
# ROCK2 blocker with CCOc1ccc(-n2c(O)c(C=NCCN(CC)CC)c(=O)[nH]c2=O)cc1 stands at 1
# MMP-13 inhibitor with Cc1ccc(C2CC(=O)C(C=NCCN3CCN(C(=O)Cc4ccccc4)CC3)=C(O)C2)cc1 (configuration not stated) stands at 1

# Other structures follow:
SMILES,MMP-13 inhibitor,Abs 340nm,tolC growth inh,ROCK2 blocker,PKA kinase inh,HEK293 NFkB inh,JNK3 blocker,Fluor 339 460,NADH enzymes
O=C(Cc1ccccc1)Oc1cccc(N2C(=O)CCC2=O)c1,1,1,-19,3,-3,12,-1,1.1,2%
CN1CCC(n2nccc2N)CC1,9,1,-17,3,4,5,0,1.1,8%
O=C(CCc1nc(-c2ccccc2F)no1)N1CCC2(CC1)OCCO2,-12,1,-17,1,1,11,-4,1.1,4%
O=C(CCn1c(=O)oc2ccccc21)N1CCC2(CC1)OCCO2,3,1,-16,5,13,9,6,1.1,5%
CN1CCC(N(C)c2nc(-c3ccccc3)nc3ccccc23)CC1,-3,1.2,-1,6,6,-2,-5,1.1,6%
CC(=NCCCn1ccnc1)c1c(O)n(C)c(=O)n(C)c1=O,4,1,-22,2,-2,-1,-2,1.1,8%
CC(C)N1CCC2(CC1)NC(CO)(CO)CO2,-2,1.1,-7,8,4,9,6,1.1,8%
Cc1nn(-c2ccccc2)c(Cl)c1C1C(C#N)=C(N)Oc2c1c(=O)oc1ccccc21 (configuration not stated),4,1,68*,4,10,4,1,1.1,6%
Cn1c2ccccc2c2c(C(=O)N3CCC4(CC3)OCCO4)cn(C3CCCCC3)c(=O)c21,-48,1.1,-3,/,8,15,/,2.1*,10%[fluoresces]
CCCC1(CCC)C(=O)NC(=NCc2ccccc2)NC1=O,-1,1,-12,10,15,20,4,1.1,5%
O[C@@H]1CCCC[C@H]1N1CCC(c2ccccc2)CC1,0,0.96,-18,2,3,4,2,1,3%
CC(=O)Nc1ccccc1OC(=O)N(C)C,4,1.1,-6,5,12,30,-2,1.1,5%
Nc1ccccc1C(=O)OCCOc1ccccc1,-51[fluorescence artefact?],1,6,-2,-3,-51,8,2.8*,7%
O=C(Cc1ccc(Br)cc1)N1CCN(Cc2ccccc2)CC1,1,1.1,9,/,-3,6,/,1.1,5%
CN(C(=O)Oc1cccc2cccnc12)c1ccccc1,2,1,2,-1,5,13,-2,1.1,4%
C#C[C@]1(O)CC[C@H]2[C@@H]3CCC4=CC(=O)CC[C@]4(C)[C@H]3CC[C@@]21C,0,0.98,9,0,-6,/,0,1,4%
O=C1NC(=O)C(CCc2ccncc2)(C2CCCCC2)C(=O)N1,52*,0.98,-20,0,-1,0,0,1,9%
CCCC(C)n1[nH]c(=O)c2c1NC(=O)CSC2c1ccc(OC)c(OC)c1 (configuration not stated),4,1,-7,9,13,2,7,1.1,5%
CN=C(SCc1ccccc1)c1c(O)n(C)c(=O)n(C)c1=O,-1,1.1,-22,2,2,3,5,1.1,5%
CN1C(=O)N(C)C(=O)C2(Cc3c(nc4ccccn4c3=O)N3CCC(Cc4ccccc4)CC32)C1=O (configuration not stated),2,1.1,20,-5,-1,19,-3,1.8,5%
O=C(Cc1ccccc1)N1CCN(Cc2c[nH]c3ccccc23)CC1,3,1,-21,1,0,1,-4,1.1,3%
C=CCn1c(O)c(C=Nc2ccc(OC)cc2C)c(=O)[nH]c1=O,-3,1.2,-16,5,10,12,-2,1.2,8%
O=C1NC(=O)C(C/C=C/c2ccccc2)C(=O)N1,11,1.1,22,16,8,/,-1,1.1,2%
O=C(COc1ccccc1)N1CCN(Cc2c[nH]c3ccccc23)CC1,3,1.1,5,3,5,13,-1,1.1,12%
O=C1CC(N2CCC(n3c(=O)[nH]c4ccccc43)CC2)C(=O)N1Cc1ccccc1 (configuration not stated),2,1.1,-1,4,2,12,-3,1.1,8%
Cc1nc2cc(C(F)(F)F)ccc2n1C1CCN(Cc2nnnn2Cc2cccs2)CC1,2,1,14,/,-5,2,/,1.1,5%
C=CCOC(=O)C1=C(C)OC(N)=C(C(=O)OCC)C12C(=O)N(CC(N)=O)c1ccccc12 (configuration not stated),1,0.99,-9,6,7,5,-3,1,6%
O=C(NCC(c1cccnc1)N1CCN(c2ccccc2F)CC1)Oc1ccccc1 (configuration not stated),3,1,7,/,2,17,/,1.1,6%
CCOC(=O)c1c(C)n(COCCO)c2ccc(O)cc12,2,1,11,4,10,-4,3,1.1,5%
CCC(C)(C)n1nnnc1C(c1cccs1)N1CC=C(c2ccc(F)cc2)CC1 (configuration not stated),3,1,15,0,1,23,-6,1.1,4%
C=CCn1c(O)c(C(CC)=NCCCO)c(=O)[nH]c1=O,1,0.99,-1,1,10,14,0,1.1,3%
Cc1cc(OCC(=O)OC(C)C)c2c3c(c(=O)oc2c1)CCCC3,-37,1,6,4,0,13,-7,1.6,1%
